# Assay outcomes deposited in PubChem by Sanford-Burnham Center for Chemical Genomics.
# DNMT1 block: DNMT1 (human) enzyme inhibition | DNMT1 molecular beacon, Hinp1I cleavage, fluorescence | P26358 | AID 588458 | inhibition (reported as % activation of signal), % at 10 µM | 360,000 tested, 0.83% active; in the data active means inhibition above about 50%
# LMPTP inh: blocks human LMPTP phosphatase; P24666; recombinant LMPTP-A, OMFP fluorogenic substrate, fluorescence intensity; inhibition, % at 20 µM; 360,000 tested, 0.22% active;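 active means compounds that cut the enzyme signal by at least half of the control window in the single-dose screen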;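 further: plate controls were DMSO wells with enzyme plus substrate for no effect and substrate without enzyme for full effect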
# Target sequence (P24666 whole entry, looked up): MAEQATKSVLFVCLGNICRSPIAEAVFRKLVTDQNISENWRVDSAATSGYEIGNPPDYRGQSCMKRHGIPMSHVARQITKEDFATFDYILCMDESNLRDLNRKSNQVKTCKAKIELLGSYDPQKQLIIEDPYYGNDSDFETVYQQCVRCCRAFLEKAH
#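 Test system – LMPTP-A enzyme · Amount – LMPTP-A at 0.625 nM final in the reaction · Buffer or medium – Bis-Tris pH 6.0, DTT, detergent · Reagent – OMFP 400 µM · Doses – single 20 µM dose · Schedule – reaction 50 min, room temperature, dark · Detection – fluorescence intensity of OMFP turnover product · Evaluation – percent inhibition versus substrate-only and uninhibited controls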
# MT1-MMP act inh: blocks activation of human MT1-MMP. 360,000 tested, 0.061% active. GFP/RFP ratio change, % at 20 µM. HT1080 RFP-PRO-GFP cells, GFP/RFP ratio fluorescence, overnight; percent of plate control window, DMSO zero;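 active means GFP/RFP ratio change of at least 30% with cell ATP level not reduced by more than half and red fluorescence within 50% of control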; further: strong numbers were not always called active
#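 Assay system: HT1080 RFP-PRO-GFP cells. Benchmarks: DMSO vehicle wells and RFP-L50D-GFP reporter cell wells. Times: overnight cell settling, then overnight compound exposure, 37 °C, 5% CO2. Compound: 20 µM single dose, 1% DMSO. Read-out basis: GFP/RFP fluorescence ratio.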
# Rpn11 block: inhibitors of human proteasome Rpn11 | human 26S proteasome, Ub4-pepOG fluorescence polarization; 20S core pre-blocked with epoxomicin | 360,000 tested, 0.59% active | calls only at 20 µM;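 active means inhibition at 20 µM, scaled to each plate's controls, above about 33%, limit read from the data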
# STEP block: STEP (human) phosphatase inhibition; recombinant STEP, OMFP fluorogenic substrate, fluorescence; 360,000 tested, 0.25% active; P54829; AID 588621; inhibition, % at 20 µM;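 active means inhibition at 20 µM, scaled per plate between control wells, above about 37%, limit read from the data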;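 further: 0% = DMSO with enzyme and substrate and 100% = substrate only without enzyme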
#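 Measure: Control-normalized % inhibition with plate pattern correction | Test system: STEP phosphatase, cell-free reaction | Medium: pH 6.0 Bis-Tris with DTT and Tween 20 | Technique: Fluorescence, 480/540 nm | Times: Reaction 20 min, ambient temperature | Doses: Single compound dose of 20 µM, 1% DMSO final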
# SKN-1 inh: C. elegans SKN-1 inhibition; C. elegans VP596 Pgst-4::GFP/RFP ratio, acrylamide-induced, 24 h; inhibition, % at 21.8 µM; 360,000 tested, 0.49% active; AID 624304;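 active means interference check ratio from 0.5 to 1.5 plus GFP to RFP signal ratio inhibition reaching or exceeding a fixed threshold, cut at about 30% in these data, passing the limit was not always enough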; further: some compounds called inactive have numbers as strong as hits
# CendR NRP1 mod: NRP-1/CendR interaction modulation. O14786. FAM-RPARPAR peptide binding to NRP-1, fluorescence polarization. inhibition, % at 25 µM. 360,000 tested, 0.85% active;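 active means inhibition or corrected inhibition above about 18%, plus a signal ratio from 0.5 to 1.5, limit read from the data, passing the limit was not always enough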; further: strong numbers were not always called active
# Target sequence (O14786 whole entry, looked up): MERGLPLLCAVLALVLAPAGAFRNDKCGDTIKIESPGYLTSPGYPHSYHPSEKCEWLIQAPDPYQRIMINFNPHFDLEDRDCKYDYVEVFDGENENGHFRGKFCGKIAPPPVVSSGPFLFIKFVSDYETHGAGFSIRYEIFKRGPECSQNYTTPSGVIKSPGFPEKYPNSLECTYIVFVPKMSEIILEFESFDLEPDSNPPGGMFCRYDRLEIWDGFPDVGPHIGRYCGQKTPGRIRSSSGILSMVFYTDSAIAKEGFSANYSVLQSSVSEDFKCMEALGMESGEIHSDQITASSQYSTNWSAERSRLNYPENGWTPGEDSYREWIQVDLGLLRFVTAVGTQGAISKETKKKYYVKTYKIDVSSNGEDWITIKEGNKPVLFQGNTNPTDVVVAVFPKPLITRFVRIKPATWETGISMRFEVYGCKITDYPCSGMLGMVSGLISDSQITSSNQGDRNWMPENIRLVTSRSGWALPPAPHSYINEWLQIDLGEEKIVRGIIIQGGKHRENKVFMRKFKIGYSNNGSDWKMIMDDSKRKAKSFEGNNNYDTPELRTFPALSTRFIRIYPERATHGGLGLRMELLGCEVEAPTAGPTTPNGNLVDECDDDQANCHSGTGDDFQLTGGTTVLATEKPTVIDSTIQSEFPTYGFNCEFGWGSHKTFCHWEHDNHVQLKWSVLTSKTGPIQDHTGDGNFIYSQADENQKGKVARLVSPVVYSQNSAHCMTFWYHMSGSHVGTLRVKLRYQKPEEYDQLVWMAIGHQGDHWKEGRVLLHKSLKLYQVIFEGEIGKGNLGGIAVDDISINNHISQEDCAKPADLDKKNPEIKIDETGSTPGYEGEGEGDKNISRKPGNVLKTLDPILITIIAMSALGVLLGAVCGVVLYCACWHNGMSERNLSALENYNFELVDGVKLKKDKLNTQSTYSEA
# NadD block: NadD (S. aureus) enzyme inhibition | purified NadD enzyme, colorimetric absorbance read-out | inhibition, % at 20 µM | 360,000 tested, 0.78% active; in the data active means inhibition above about 26%; further: some compounds past the cut are filed as inactive
# Scp1 inh: inhibitors of human Scp-1 phosphatase; Q9GZU7; inhibition, % at 20 µM; 340,000 tested, 0.88% active; Recombinant Scp1, phosphopeptide, malachite green phosphate absorbance;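 active means inhibition above about 50% at 20 µM, limit read from the data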;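 further: plate controls were DMSO wells with enzyme for no effect and wells lacking enzyme for full effect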
#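 assay system = SCP-1 phosphatase catalytic domain, residues 76-261 | buffer or medium = 50 mM Tris acetate pH 5.5, 0.005% Tween-20, 10 mM MgCl2 | incubation = enzyme reaction 45 min at room temperature, colour 5 min, stabilisation 30 min | signal = Phosphate-binding colour reagent, absorbance read at 630 nm | measure = % inhibition at 20 µM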
# SUMO1-SIM PPI: modulators of human SUMO1-mediated protein-protein interactions; AID 602429; P63165; SUMO1 binding to a labelled peptide, TR-FRET, 1 h; inhibition, % at 20 µM; 360,000 tested, 0.33% active; in the data active means inhibition above about 37%
# * marks the source's active call; other numbers are inactive results; i = inactive; / = not tested or not shown. Random draw from the library, and some 3.9% of all compounds hit somewhere here.
SMILES,DNMT1 block,LMPTP inh,MT1-MMP act inh,Rpn11 block,STEP block,SKN-1 inh,CendR NRP1 mod,NadD block,Scp1 inh,SUMO1-SIM PPI
CC(C)N(Cc1ccccc1)C(=O)COC(=O)C1CCCCC1,-1,-1.0,-1,i,-2,2,11,0,-18,1
CC(=Nc1ccc2c(c1)nc(CO)n2C)C1=C(O)CC(C)(C)CC1=O,1,-0.1,7,i,-1,11,6,0,0,-5
CC[n+]1c(-c2ccccc2)csc1Nc1c(C)n(C)n(-c2ccccc2)c1=O,-1,0.1,0,i,-3,-2,-6,-1,8,2
CC(C)S(=O)(=O)C/C(N)=N/OC(=O)c1cc(Cl)cc(Cl)c1,2,0.1,2,i,1,-12,-1,-4,-7,10
CC(C)[C@H]1COCCS(=O)(=O)N1Cc1ccccc1-c1cccc(Cl)c1,-1,2.4,-3,i,-2,-10,11,-12,-8,1
Cc1cc(=O)n2nc(N3CCCC(C(=O)N4CCOCC4)C3)sc2n1 (stereo not given),3,0.8,-8,i,1,6,44*,4,6,-2
C/C(=N\NC(=O)c1cc(-c2ccccn2)nc2ccccc12)c1cccc([N+](=O)[O-])c1,1,-1.3,-2,i,-1,-10,-4,9,4,-18
CC(C)N1CCC(N2CCN(Cc3cc(F)ccc3-n3cccn3)CC2CCO)CC1 (stereo not given),-1,-1.5,-6,i,2,3,10,-4,-1,0
CC(=O)c1cc(CN2CCN(C3CCN(C(C)C)CC3)C(CCO)C2)cs1 (stereo not given),4,-4.4,0,i,-2,-8,-4,-2,-4,0
COc1ccc(CNC(=O)c2ccc(NC(=O)C3CCCO3)cc2)cc1 (stereo not given),-1,-0.5,1,i,-3,6,1,7,-6,-1
COC1CCN(Cc2c(C(=O)N3CCc4ccccc4C3)nc3ccc(Cl)cn23)CC1,2,0.3,-2,i,-1,-15,13,3,-4,2
CN1CCN(c2ccc(CNC(=O)c3ccc(-c4ccc(F)c(F)c4)c4ccoc34)cc2)CC1,-9,-3.1,7,i,6,-29,0,-2,/,-45
CC(C)Cn1c(N)c(C(=O)CSc2ncn[nH]2)c(=O)n(C)c1=O,2,-1.3,-1,i,-1,11,-2,-4,-5,12
Cc1ccc(CN2CCN(Cc3ccc(OC(C)C)cc3)CC2CCO)o1 (stereo not given),1,-0.9,-1,i,0,2,-4,-13,-13,2
Cc1ccc(C(C)C)c(OCCNC(=S)Nc2cccc3ccccc23)c1,-5,4.0,-13,i,5,5,-1,-4,-4,0
CC(C)(O)c1ccc2c(c1)CCC1C(C)(C(=O)O)CCCC21C (stereo not given),3,-0.1,4,i,3,-6,4,-5,44,7
O=C(CSc1ccc([N+](=O)[O-])cc1)c1ccccc1,6,-0.7,0,i,2,14,2,-7,-16,-36
COc1cc(/C=N/Nc2nc(N3CCCC3)nc(N3CCCC3)n2)ccc1O,-4,0.6,4,i,1,-11,6,1,-4,-5
CCOc1ccc2ccccc2c1/C=N/NC(=O)CNC(=O)c1ccccc1F,-2,2.2,0,i,5,3,6,1,-8,-12
Cc1ccc(NC(=O)CSc2nnc(COc3ccc(C#N)cc3)n2-c2ccccc2)cc1C,-5,1.2,-1,i,-7,-39,-8,-4,-2,1

# Ordered by molar mass (smallest number first): 10 of the compounds above
SMILES,DNMT1 block,LMPTP inh,MT1-MMP act inh,Rpn11 block,STEP block,SKN-1 inh,CendR NRP1 mod,NadD block,Scp1 inh,SUMO1-SIM PPI
CC(C)S(=O)(=O)C/C(N)=N/OC(=O)c1cc(Cl)cc(Cl)c1,2,0.1,2,i,1,-12,-1,-4,-7,10
Cc1cc(=O)n2nc(N3CCCC(C(=O)N4CCOCC4)C3)sc2n1 (stereo not given),3,0.8,-8,i,1,6,44*,4,6,-2
Cc1ccc(CN2CCN(Cc3ccc(OC(C)C)cc3)CC2CCO)o1 (stereo not given),1,-0.9,-1,i,0,2,-4,-13,-13,2
Cc1ccc(C(C)C)c(OCCNC(=S)Nc2cccc3ccccc23)c1,-5,4.0,-13,i,5,5,-1,-4,-4,0
COc1cc(/C=N/Nc2nc(N3CCCC3)nc(N3CCCC3)n2)ccc1O,-4,0.6,4,i,1,-11,6,1,-4,-5
CC(C)[C@H]1COCCS(=O)(=O)N1Cc1ccccc1-c1cccc(Cl)c1,-1,2.4,-3,i,-2,-10,11,-12,-8,1
C/C(=N\NC(=O)c1cc(-c2ccccn2)nc2ccccc12)c1cccc([N+](=O)[O-])c1,1,-1.3,-2,i,-1,-10,-4,9,4,-18
CC(C)N1CCC(N2CCN(Cc3cc(F)ccc3-n3cccn3)CC2CCO)CC1 (stereo not given),-1,-1.5,-6,i,2,3,10,-4,-1,0
CN1CCN(c2ccc(CNC(=O)c3ccc(-c4ccc(F)c(F)c4)c4ccoc34)cc2)CC1,-9,-3.1,7,i,6,-29,0,-2,/,-45
Cc1ccc(NC(=O)CSc2nnc(COc3ccc(C#N)cc3)n2-c2ccccc2)cc1C,-5,1.2,-1,i,-7,-39,-8,-4,-2,1

# Other structures follow:
SMILES,DNMT1 block,LMPTP inh,MT1-MMP act inh,Rpn11 block,STEP block,SKN-1 inh,CendR NRP1 mod,NadD block,Scp1 inh,SUMO1-SIM PPI
CCOC(=O)CC1=NC(=O)CS1,-1,-1.8,1,i,-2,2,-4,-1,-6,1
C=CCN(c1ccc(C(=O)Nc2cccc([N+](=O)[O-])c2)cc1)S(C)(=O)=O,-8,-0.2,-1,i,0,-3,3,-1,-5,-20
COC(=O)c1ccccc1NC(=O)c1cc(C2CC2)on1,-1,-0.7,-1,i,0,5,6,-3,-15,-6
COc1ccc(N(CC(=O)NCc2ccc(F)cc2)C(=O)CCC(=O)Nc2ccccn2)cc1,0,-0.4,3,i,2,-10,-6,2,-1,-4
COc1ccc(CN2CCC(n3nccc3NC(=O)C3CC3)CC2)cc1O,1,0.4,0,i,1,3,23*,-8,-15,2
CC[C@]12c3[nH]c4cc(CCC(=O)N(C)C)ccc4c3CCN1C(=O)[C@@H](CC(=O)NCc1cccc(C(F)(F)F)c1)C[C@@H]2C(=O)N1CCN(C(=O)c2ccco2)CC1,53*,-2.2,10,i,3,14,12,0,4,4
COc1ccc(-c2[nH]ncc2CN(C)CCN2CCOCC2)cc1F,0,-4.6,4,i,5,-1,8,2,-7,3
Cc1ccc(N(C(=O)c2csnn2)C(C(=O)NCc2ccccc2)c2cccnc2)cc1 (stereo not given),1,-1.4,-3,i,-1,0,0,-4,-3,3
CN(Cc1cccs1)C(=O)Cc1csc(-c2ccccc2)n1,1,-0.2,-2,i,0,-2,-7,-1,2,0
Cc1ccc2c(c1)nnn2C1CCN(CC(=O)NCCc2nc3ccccc3[nH]2)CC1,-2,-0.9,-2,i,-1,0,-10,0,0,-1
N#Cc1ccc(C(=O)N2CCCC(c3cc(C(=O)NCc4cccnc4)no3)C2)cc1 (stereo not given),5,-0.6,0,i,0,13,7,3,/,-3
COc1ccc(-c2noc(CCC(=O)NCCCN3CCC(Cc4ccccc4)CC3)n2)cc1,-3,0.4,-4,i,-5,-4,-3,2,-4,1
Cc1ccc(C2c3[nH]c4ccccc4c3C[C@H]3C(=O)N(c4ccccc4C(=O)NCCCN4CCOCC4)C(=O)N23)cc1 (stereo not given in full),-10,-1.9,10,i,-4,6,-14,-1,4,-1
O=C(O)C1CC(=O)N(CCc2ccccc2)C1 (stereo not given),1,-1.2,3,i,0,-17,-10,-1,-2,0
NS(=O)(=O)c1ccc(CNC(=O)c2sccc2-c2ccccc2)cc1,1,-7.1,-2,i,1,-12,11,-7,-7,-2
CCOc1ccc(/C=N/NC(=O)c2cc(-c3ccco3)nc3ccccc23)cc1,-10,1.3,-3,i,2,7,-30,16,-1,-4
O=C(O)/C=C/c1cn(Cc2ccccc2)nc1-c1cccnc1,1,-1.8,0,i,0,-7,2,0,-13,-2
O=C(COc1ccccc1[N+](=O)[O-])Nc1ccccc1N1CCCC1,4,0.7,-3,i,3,4,5,-4,-8,-5
COc1ccc(-c2csc(NC(=S)NC(=O)c3ccc(S(=O)(=O)N(C)C)cc3)n2)cc1OC,-15,0.6,1,i,1,8,-2,2,-8,0
CC(CCc1ccccc1)NC(=O)CN1C(=O)NC2(CCCCC2)C1=O (stereo not given),-2,-1.7,-2,i,1,-11,7,-10,-4,-5
CCn1ccnc1[C@@H]1C[C@H]2CN(Cc3ccccc3OC)C(=O)[C@]23CCCN13,1,-0.3,1,i,-3,6,-4,-2,-6,0
CC1CCN(c2cc(N3CCOCC3)c([N+](=O)[O-])cc2F)CC1,-1,3.4,5,i,4,16,-1,0,-4,-22
COc1ccc(CCNC(=O)CCS(=O)(=O)c2ccc(C)cc2)cc1OC,1,0.4,0,i,-1,-7,-4,-3,-6,2
C=CCN(CC(=O)NCC1CCCO1)C(=O)CCC(=O)Nc1cc(C)on1 (stereo not given),0,0.9,1,i,-2,14,-8,2,-3,23
COCCNC(=O)C1(C)CCCN(C(=O)c2ccc(C)c(F)c2)C1 (stereo not given),-1,-0.5,3,i,-3,15,0,0,/,3
Cc1cccc(NC(=O)Cc2nnc(NC(=O)Nc3ccccc3F)s2)c1,13,-1.2,-1,i,-3,4,7,2,-5,1
COc1cccc(CSc2nnnn2-c2ccc(O)cc2)c1,3,-0.5,-3,i,-1,-6,24,-6,3,3
Cc1cc(C)n2c(NC3CCCC3)c(-c3cc4ccccc4o3)nc2n1,/,2.0,0,/,/,14,-22,6,/,-18
CCOC(=O)N1CCC(NC(=O)c2ccc3c(c2)N(C)C(=O)/C(=C/c2cccc(OC)c2)S3)CC1,-10,8.0,-4,i,0,-1,9,-25,-4,-5
O=[N+]([O-])c1ccc(NN=Cc2ccc(O)cc2)nc1,-7,-1.5,6,i,-2,0,-1,-2,-4,-21
CCCCCCCCCOC(=O)C[n+]1csc(CCO)c1C,2,-1.0,1,i,0,0,-2,-10,2,-1
O=C(COC(=O)c1ncc(Cl)c(Cl)c1Cl)NNC(=O)c1ccccc1,-1,-1.0,-2,i,-1,-14,-8,-3,-1,2
COc1ccc(CCC(=O)NNC(=O)Cn2nc(C)cc2C)cc1,0,-3.4,2,i,-3,4,6,-3,-10,6
